# Compound activity: PubChem, several laboratories
# Salmonella PhoP GFP – inhibitors of PhoP regulon expression, primary screen, Salmonella Typhimurium, GFP reporter (AID 1863); inhibition, % at 50 µM, or IC50 in µM where a hit was titrated; actives 0.16% (n = 300,000); S. Typhimurium PhoP-regulated promoter GFP reporter, 4 h; higher % means a stronger effect;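 active = inhibition over 29.93%, a cutoff 3 SD above the screen mean, later confirmed by dose response; inconclusive = inhibition over 29.93% but no dose response follow-up; inactive = inhibition at most 29.93% or unconfirmed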;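 note: 0% = low Mg2+ inducing control and 100% = high Mg2+ repressing control; strong numbers were not always called active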
# Myeloid diff 2 – myeloid differentiation induction. ER-HoxA9 myeloid progenitors, lysozyme-GFP differentiation, flow cytometry. calls only at 10 µM. actives 1% (n = 360,000);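 active = normalized GFP-positive differentiation at or above the plate's own cutoff, the solvent-only control mean plus 3 SD; inconclusive = no clear call, values can overlap the other calls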;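 note: cells exposed to compound for four days before flow analysis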
# WT yeast gro inh – growth inhibition of WT yeast, mitochondrial fusion screen | mitochondrial fusion phenotypic screen, WT strain | AID 1362 | actives 2.1% (n = 190,000) | inhibition, % at 10 µM; in the data active = inhibition above about 58%; tested in S. cerevisiae
# PMI inhibitors – inhibitors of human PMI, primary screen, biochemical, fluorescence intensity, coupled assay (AID 1209); purified PMI enzyme, coupled fluorescence intensity; higher % means a stronger effect; inhibition, % at 20 µM; hits with a dose series show IC50 in µM; actives 0.42% (n = 190,000);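 note: plate controls were DMSO vehicle for no effect and wells lacking substrate for full effect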
# XIAP displacement – small molecules displacing peptide from XIAP – biochemical, IAP family, fluorescence polarization (AID 1018); displacement, % at 20 µM; hits with a dose series show IC50 in µM; XIAP BIR domain, fluorescence polarization peptide displacement; higher % means a stronger effect; actives 0.007% (n = 200,000); in the data active = displacement above about 50%; note: a part of the inactive calls stands beside numbers as strong as those of hits
# human PMI inhibitors – MPI inhibition at elevated mannose 6-phosphate – biochemical, fluorescence intensity, high mannose 6-phosphate, primary screen (AID 1220); recombinant PMI enzyme, coupled fluorescence intensity; higher % means a stronger effect; one-dose inhibition, % at 20 µM; IC50 in µM for titrated hits; actives 0.66% (n = 190,000)
# TNAP activation fold – stimulation of alkaline phosphatase TNAP activity – biochemical, luminescent, no phosphate acceptor, uHTS, primary screen (AID 1001). activation fold at 20 µM, or EC50 in µM where a hit was titrated. purified TNAP, luminescent activation assay, no phosphate acceptor; higher activation fold means a stronger effect. actives 0.03% (n = 200,000); in the data active = activation fold from about 3, or a potency from the dose series; inactive = the rest, 99 in 100 with activation fold below about 1.6; note: many of its hits are not listed in these tables
# RSV antiviral HEp-2 – RSV antiviral activity via CPE protection, HEp-2 cells, primary 10 µM value included (AID 2391); CPE inhibition, % at 10 µM; hits with a dose series show IC50 in µM; actives 0.13% (n = 310,000); HEp-2 cells, RSV-induced CPE inhibition; higher % means a stronger effect; in the data active = a potency from the dose series; inconclusive = CPE inhibition mostly from about 23% at the one dose, without a potency; inactive = the rest, 99 in 100 with CPE inhibition below about 21%; note: strong numbers were not always called active
# Siah-1 displacement – Siah-1 peptide-binding antagonists, primary screen, biochemical, fluorescence polarization, rhodamine-plectin, uHTS (AID 1817) | actives 0.02% (n = 290,000) | Siah-1 / rhodamine-plectin peptide fluorescence polarization; higher % means a stronger effect | displacement, % at 20 µM, or IC50 in µM where a hit was titrated;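 active = displacement of at least 50% at 20 µM, with a fluorescence ratio check between 0.3 and a set limit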;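 note: plate controls were Siah plus tracer with DMSO for no effect and tracer alone without Siah for full effect; strong numbers were not always called active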
# WT yeast gro inh mutant strain – further read-out of WT yeast gro inh, marked with its call; inhibition, %; mitochondrial fusion phenotypic screen, mutant strain inhibition
# Myeloid diff 2 GFP+ MAC1+ % – also measured in Myeloid diff 2; calls as there; GFP+ MAC1+ double positive, %; measured here: differentiation confirmed by MAC1 staining
# An asterisk follows results filed as active; i = inactive; ? = inconclusive; / = not tested or not shown; & = joins results of further samples. Cut-off read from the data, not from the text of the source, unless noted: active = inhibition above about 50%; inactive = the rest.
compound	Salmonella PhoP GFP	Myeloid diff 2	Myeloid diff 2 GFP+ MAC1+ %	WT yeast gro inh	WT yeast gro inh mutant strain	PMI inhibitors	XIAP displacement	human PMI inhibitors	TNAP activation fold	RSV antiviral HEp-2	Siah-1 displacement
CCN(CCNC(=O)C1CCCN(S(=O)(=O)CC)C1)c1ccccc1 (stereo unspecified)	-10.7%	i	1.2	1.1	-5.9	5.1%	-8.0%	23.3%	1.1	/	-6.1%
CN(C)C=NC(=O)c1cn(-c2ccc(F)cc2)c(=O)c2ccccc12	7.1%	i	0.5	11.0	12.2	-3.4%	-4.4%	-12.7%	0.9	1.1%	-3.1%
CN(C)c1ccc(NC(=O)COC(=O)Cn2nnc3ccccc32)cc1	0.7%	i	0.5	-9.9	6.5	15.9%	-6.8%	18.0%	1.1	1.1%	0.5%
COc1ccc(N(CC(=O)Nc2cc(C)ccc2OC)S(=O)(=O)c2c(C)noc2C)cc1	-0.7%	i	2.5	1.8	-17.8	11.7%	-5.2%	13.5%	1	4.2%	0.3%
CS(=O)(=O)NCC(c1ccco1)N1CCN(c2ccc(F)cc2)CC1 (stereo unspecified)	-2.9%	i	0.7	-12.2	-1.6	5.7%	-8.0%	-1.3%	0.9	1.3%	-4.3%
O=C(Nc1ccccc1Cl)c1ccc(-n2cccn2)c([N+](=O)[O-])c1	4.6%	i	0.2	1.4	1.3	2.4%	-8.3%	8.4%	1	0.6%	-2.3%
Cc1cccc(N(C)S(=O)(=O)c2ccc3[nH]cc(C(=O)N4CCOCC4)c(=O)c3c2)c1	11.5%	i	1.5	-0.1	-6.0	3.5%	-3.1%	2.9%	1.1	1.3%	1.7%
CCOc1ccccc1N(CC(=O)Nc1ccc(OC)cc1OC)S(=O)(=O)c1ccccc1	7.1%	i	1.0	/	/	/	/	/	/	6.7%	-1.6%
O=C(Cn1nc([N+](=O)[O-])nc1Br)NC(c1ccccc1)c1ccccc1	28.4%	i	0.1	3.8	-3.3	3.0%	-5.3%	6.1%	1.2	0.6%	-0.1%
COc1ccc(Br)cc1CN1CCCC(C(=O)N2CCCCC2)C1 (stereo unspecified)	-3.7%	i	1.2	-5.5	8.4	-2.3%	-3.8%	-6.5%	1.1	1.0%	5.9%
CCN(C(=O)COC(=O)c1c(C)noc1C)C1CCS(=O)(=O)C1 (stereo unspecified)	-0.1%	i	0.1	-15.8	-3.5	-2.2%	-3.7%	-0.6%	1	0.3%	3.9%
O=S(=O)(NCc1ccc(F)cc1)c1ccc(-c2cnc(C3CC3)o2)cc1	6.1%	i	1.6	/	/	/	/	/	/	2.8%	-2.3%
COc1ccc(CCN(C)C(=O)CNC(=O)c2ccc3c(c2)OCO3)cc1OC	-4.9%	i	4.3	/	/	/	/	/	/	0.9%	-3.0%
O=C(c1ccc(F)cc1)N1CCN(c2ccc([N+](=O)[O-])c(N3CCCCC3)c2)CC1	7.5%	i	0.9	26.1	-12.5	6.8%	-3.1%	11.5%	1	4.0%	3.5%
COc1ccc(/C=N/N=C2/NC(=O)C(CC(=O)O)S2)cc1OCc1ccc(Cl)cc1Cl (stereo unspecified)	-10.3%	i	0.5	-26.4	-11.5	9.0%	-3.2%	3.7%	1.2	1.4%	6.5%
CC(=O)CSc1nc2ccccc2o1	3.8%	i	1.0	-15.8	-6.5	2.8%	1.6%	3.1%	1.2	1.0%	13.9%
COc1ccc(S(=O)(=O)N(C)c2ccc(C(N)=O)cc2)cc1	1.7%	i	4.4	0.7	9.9	2.7%	-4.4%	-3.3%	1.1	1.0%	3.7%
CCOC(=O)c1ccc2nc(C)c3c(c2c1)OC(C)C3 (stereo unspecified)	-3.0%	i	0.6	8.4	16.8	9.1%	0.3%	8.5%	1.1	1.8%	-5.7%
CC1(C)Cc2nc3sc4c(=O)n(CC(=O)NCc5ccccc5)cnc4c3cc2CO1	7.5%	?	/	1.3	-25.4	-9.9%	-2.4%	-13.4%	1	-2.5%	0.3%
O=C1CSC(c2cccc([N+](=O)[O-])c2)N1c1ccccc1 (stereo unspecified)	-0.8%	i	0.2	11.1	7.2	-13.1%	-7.1%	-13.0%	0.9	-0.2%	4.1%
CCCN(CCC)C(=O)NC1CC(=O)N(c2ccc(OC)cc2)C1 (stereo unspecified)	4.6%	i	0.2	-9.6	-3.2	6.5%	-5.9%	3.1%	1.1	2.6%	2.6%
CCC(C)n1c(SCC(=O)Nc2ccccc2C(F)(F)F)nc2ccsc2c1=O (stereo unspecified)	12.4%	i	3.1	18.3	-8.9	4.6%	3.3%	3.8%	1.1	13.6%	-3.5%
COc1cc(NC(=O)NCC2CCN(Cc3ccccc3F)CC2)cc(OC)c1	4.6%	i	0.8	/	/	/	/	/	/	-0.8%	-1.5%
O=C(NCc1cccs1)c1ccccc1C(=O)NCc1cccs1	3.6%	i	2.7	-14.3	0.1	17.5%	-11.3%	15.6%	1.1	1.6%	1.7%
COc1ccc2nc(SCC(=O)NCC3CCCO3)c(C#N)cc2c1 (stereo unspecified)	-5.2%	i	0.6	/	/	/	/	/	/	2.1%	-5.2%
CC(C)(C)SCCNS(=O)(=O)c1ccc2ccccc2c1	10.1%	i	0.9	7.3	1.1	16.0%	-3.6%	10.5%	1	-1.2%	-1.4%
Cn1c(=O)[nH]c(=O)c2c1nc(Br)n2CC(O)COCc1ccccc1 (stereo unspecified)	9.8%	i	0.5	-17.1	-26.9	-4.8%	-1.0%	-4.7%	1.2	2.5%	8.4%
CCCn1nc(Oc2nc(SC)nc(N(C)C)n2)ccc1=O	15.7%	i	1.2	8.9	12.7	1.6%	-3.0%	-1.1%	0.9	2.3%	-3.5%
Cc1ccc2nc(NC3=NCN(Cc4ccccc4)CN3)nc(C)c2c1	/	/	/	/	/	-2.3%	-0.4%	-5.2%	1.1	/	-3.8%
CCOC(=O)N1CCN(CC(=O)Nc2ccc(Oc3ccccc3)cc2)CC1	12.9%	i	0.5	/	/	0.8%	-1.1%	-4.5%	1.1	9.1%	-2.0%
C=CCN(CC=C)Cc1c(C)[nH]c2ccc(C(=O)OCC)cc2c1=O	-2.5%	i	6.2	12.4	3.0	5.5%	-4.7%	3.2%	1	-0.7%	6.0%
CCC(CC)c1nnc(NC(=O)c2cc([N+](=O)[O-])ccc2N2CCCCC2)s1	-0.9%	i	0.2	16.6	26.1	11.0%	-3.7%	9.0%	0.9	3.9%	2.0%
CN(C)S(=O)(=O)c1ccc(C(=O)NNc2nc(-c3ccccc3)c3cc(Br)ccc3n2)cc1	-1.5%	i	0.6	-19.3	-11.3	9.2%	-6.5%	6.8%	1.6	21.8%	-7.1%
COC(=O)C1=C(C)NC(C)=C(C(=O)OC(C)C)C1c1cccc2nonc12 (stereo unspecified)	-0.3%&-1.6%	i	1.4	18.3	-4.2	10.6%	1.0%	5.5%	1	4.1%	-2.1%
Cc1cc(C(=O)N2CCN(c3ccccc3)CC2)c(C)o1	9.2%	i	1.6	16.3	-10.1	3.3%	4.2%	-6.5%	1.1	2.9%	-1.3%
CCCn1c(SCC(=O)Nc2nnc(CC)s2)nc2c1c(=O)n(C)c(=O)n2C	/	/	/	/	/	3.9%	-3.3%	-3.2%	1.1	/	8.4%
C/C(=N\NC(=O)CN1CCN(Cc2ccc(C)cc2)CC1)c1ccncc1	-1.6%	i	0.5	-18.1	-3.1	0.2%	-5.8%	10.6%	1.1	-0.1%	2.7%
CC(C)(C)c1ccc(/C=N/n2cnnc2)cc1	0.3%	/	/	36.1	28.4	-7.1%	-3.8%	-11.2%	1.1	4.3%	-1.6%
O=P1(O)C=C(c2ccccc2)NC(c2ccccc2)=C1	-0.1%	i	4.0	9.0	-19.4	12.4%	-0.3%	10.0%	1	-1.6%	-0.3%
Cc1cc(C)cc(N(CC(=O)NCC2CCCO2)S(=O)(=O)c2c(C)noc2C)c1 (stereo unspecified)	5.5%	i	1.5	13.8	10.2	0.6%	-1.7%	-1.8%	1.2	-1.4%	-1.9%
CCC(Sc1nc(-c2ccccc2)c(C#N)c(=O)[nH]1)C(=O)Nc1cc(C)on1 (stereo unspecified)	-9.5%	i	4.2	-1.9	-4.1	3.8%	-1.2%	-2.7%	1.1	1.5%	5.0%
CC1(c2ccc3noc(-c4ccc(F)cc4)c3c2)OCCO1	-21.7%	i	0.5	-8.6	-8.3	12.1%	-3.9%	9.0%	1.1	-1.4%	1.3%
CCOc1ccc(N/C(C)=C\C(=O)c2ccc3c(c2)OCCO3)cc1	-2.9%	i	0.4	8.7	16.7	24.5%	-13.2%	61.4%*	0.9	10.6%	-3.4%
O=C(NC12CC3CC(CC(C3)C1)C2)N1CCCC(CO)C1 (stereo unspecified)	-7.1%	i	0.0	-5.4	-54.2	1.2%	-6.1%	3.4%	1	0.3%	-5.1%
COC(=O)c1ccc2c(c1)C(C)(C)C(/C=C/c1ccccc1O)=[N+]2C	-3.6%	/	/	6.5	1.0	39.9%	34.4%	-13.5%	0.6	-3.5%	i
CC(C(=O)N1CCN(C=O)CC1)N1C(=O)c2ccccc2C1=O (stereo unspecified)	5.8%	i	0.5	4.0	-2.1	1.2%	-0.9%	-3.5%	1.2	1.7%	-0.3%
Cc1c(C(=O)NCCN2CCOC2=O)oc2c(F)cccc12	-4.5%	i	5.4	/	/	/	/	/	/	1.2%	11.7%
CC(=O)NC(c1ccco1)c1ccc2cccnc2c1O (stereo unspecified)	-9.5%	?	/	32.5	34.2	17.8%	-0.4%	34.6%	1.1	-3.9%	-4.8%
O=C(Nc1ccnn1C1CCN(Cc2cccc(OCCO)c2)CC1)C1CCCC1	0.5%	i	4.6	/	/	/	/	/	/	0.6%	12.1%
O=C(Cc1ccc([N+](=O)[O-])cc1)N1CCCCCC1	1.9%	i	0.2	-8.1	-17.8	-6.7%	-5.6%	-8.3%	1.1	0.1%	6.1%
Cc1ccc(S(=O)(=O)N2CCN(S(=O)(=O)c3ccc(C)cc3)C3OCCOC32)cc1 (stereo unspecified)	-7.3%	i	15.5	4.8	13.0	-1.3%	-3.9%	1.4%	1.1	1.0%	0.6%
CCOc1ccc(C(=S)N2CCCC2)cc1OC	-5.4%	i	1.0	-14.1	-15.9	-11.9%	0.3%	-5.9%	1	0.6%	11.9%
COc1cc2c(cc1OC)C(C)N(CC(=O)Nc1ccc(S(=O)(=O)N3CCCC3)cc1)CC2 (stereo unspecified)	0.9%	i	2.9	/	/	/	/	/	/	4.1%	-1.7%
Cc1cc(N)nc(C)c1C#N	-7.2%	i	0.4	7.5	-2.0	-5.8%	-6.7%	-1.2%	1.1	1.1%	-0.7%
